RXFP1 agonist = qHTS Assay for Agonists of the Relaxin Receptor RXFP1. Relaxin receptor 1 (Homo sapiens), Q9HBX9. HEK293T-RXFP1 cAMP TR-FRET, 30 min; response scale: percent of porcine relaxin response, buffer zero. Potency, µM (titrated, usually from 57.5 µM), for inactives: top-dose activation, actives largely listed as activators. 370,000 compounds, 0.3% hits. AID 2676, 2010; further: potency means the concentration at half of the fitted maximal effect; on the % scale 0 is the no-effect control and ±100 the full control effect; nearly all actives have a fitted effect of over 60% in size; many of its hits are not listed in these tables
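cAMP rise read by TR-FRET after 30 min, 37C compound exposure (up to 58 uM) in RXFP1-transfected HEK293 cells with Ro 20174 present. EC50 from Hill-equation fits, with 29 nM porcine relaxin as 100% and buffer as basal.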
D2 potentiator = HTS Assay for Positive Allosteric Modulators of the Human D2 Dopamine Receptor: Primary Screen for Potentiators. 340,000 compounds, 0.34% hits. AID 485347, 2010. HEK293 T-REx D2, calcium flux, EC20 dopamine potentiation. potentiation, % at 10 µM. D(2) dopamine receptor (Homo sapiens), P14416;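 active means potentiation over 3 SD above the plate norm, cut at about 30% in these data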; further: 0% is about no effect
Target sequence (P14416 whole entry, looked up): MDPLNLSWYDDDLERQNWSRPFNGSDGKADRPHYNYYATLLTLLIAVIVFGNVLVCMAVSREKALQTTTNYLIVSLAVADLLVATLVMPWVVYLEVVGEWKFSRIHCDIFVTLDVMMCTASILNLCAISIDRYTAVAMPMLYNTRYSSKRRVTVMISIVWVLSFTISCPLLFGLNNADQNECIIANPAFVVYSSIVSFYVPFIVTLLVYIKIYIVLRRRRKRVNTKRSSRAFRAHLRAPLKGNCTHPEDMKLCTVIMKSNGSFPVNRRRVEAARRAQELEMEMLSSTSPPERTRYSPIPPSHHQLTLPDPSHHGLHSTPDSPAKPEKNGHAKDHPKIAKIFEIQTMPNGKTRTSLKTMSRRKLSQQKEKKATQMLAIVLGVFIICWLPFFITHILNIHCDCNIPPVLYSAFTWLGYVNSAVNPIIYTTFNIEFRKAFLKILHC
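Tetracycline-induced HEK293 T-REx cells force-coupled to calcium signalling expressed D2; compounds were pin-added after a 10 s baseline, read kinetically 180 s, then an EC20 dopamine challenge followed with a further 180 s calcium read.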
Vif-APOBEC3F blk = qHTS for Inhibitors of Vif-A3F Interactions: qHTS; HeLa A3F-eYFP + Vif (tagged APOBEC3F with the HIV-1 protein that degrades it), YFP fluorescence increase; Potency, µM (highest dose often 46.1 µM), inactives show at the highest dose activity, negative = active; 390,000 compounds, 0.2% hits; further: potency means the concentration at half of the fitted maximal effect; % of control where 0% means no effect; nearly all actives have a fitted effect of over 65% in size
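HeLa cells stably expressing A3F-eYFP plus Vif, plated and incubated overnight at 37 deg C, then exposed to compounds overnight at 37 deg C. Blocked degradation read as raised yellow fluorescence (Ex 488/Em 500-530).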
RXFP1 antag = qHTS Assay for Antagonists of the Relaxin Receptor RXFP1; HEK293-RXFP1, relaxin-stimulated cAMP HTRF, 30 min; stronger effect = lower value; activity change, negative = inhibition, % at 57.5 µM; 350,000 compounds, 0.59% hits;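 active means activity change of -60% or lower, but not beyond a set lower limit; inconclusive means change between -60% and -40%, or beyond the set limit; inactive means change above -40%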; further: on the % scale 0 is the no-effect control and ±100 the full control effect
Glioma ERSR ind = qHTS for Inducers of the Endoplasmic Reticulum Stress Response (ERSR) in Human Glioma: qHTS. U87-MG GRP78 promoter luciferase reporter, 16 h. 420,000 compounds, 0.02% hits. Potency, µM, for the others: at the top dose activation, actives largely listed as activators. AID 602332, 2012; further: potency means the concentration at half of the fitted maximal effect; series mostly up to about 76 µM; % of control where 0% means no effect; nearly all actives have a fitted effect of over 35% in size
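Stably transfected U87-MG glioma cells carrying a GRP78-based luciferase sensor; 16 h compound incubation. Luminescence end-point read 10 min after Bright-Glo addition at room temperature.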
Vif-APOBEC3G blk = qHTS for Inhibitors of Vif-A3G Interactions: qHTS; HeLa A3G-eYFP + Vif (tagged APOBEC3G with the HIV-1 protein that degrades it), YFP fluorescence, overnight; 410,000 compounds, 0.076% hits; DNA dC->dU-editing enzyme APOBEC-3G (Homo sapiens), Q9HC16; Potency, µM (series often up to 46.1 µM), for the others: top-dose activity, negative = active, actives largely listed as inhibitors;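 further: potency means the concentration at half of the fitted maximal effect; on the % scale 0 is the no-effect control and ±100 the full control effect; nearly all actives have a fitted effect of over 60% in size; hits raise eYFP signal because A3G escapes Vif-driven loss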
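HeLa cells stably expressing Vif and C-terminally eYFP-tagged A3G, seeded overnight at 37 deg C, then exposed to compound by pintool overnight at 37 deg C. Rise in yellow fluorescence (Ex 488/Em 500-530, Acumen) marks blocked Vif-driven A3G degradation.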
D1 PAM = Potentiators of Human D1 Dopamine Receptor: qHTS; D(1A) dopamine receptor (Homo sapiens), P21728; HEK293 TREx D1 cells, calcium flux, dopamine EC20 potentiation; potentiation, % at 10 µM; 360,000 compounds, 0.036% hits; AID 504651, 2011; in the data active means potentiation above about 30%; further: 0% is about no effect
Target sequence (P21728 whole entry, looked up): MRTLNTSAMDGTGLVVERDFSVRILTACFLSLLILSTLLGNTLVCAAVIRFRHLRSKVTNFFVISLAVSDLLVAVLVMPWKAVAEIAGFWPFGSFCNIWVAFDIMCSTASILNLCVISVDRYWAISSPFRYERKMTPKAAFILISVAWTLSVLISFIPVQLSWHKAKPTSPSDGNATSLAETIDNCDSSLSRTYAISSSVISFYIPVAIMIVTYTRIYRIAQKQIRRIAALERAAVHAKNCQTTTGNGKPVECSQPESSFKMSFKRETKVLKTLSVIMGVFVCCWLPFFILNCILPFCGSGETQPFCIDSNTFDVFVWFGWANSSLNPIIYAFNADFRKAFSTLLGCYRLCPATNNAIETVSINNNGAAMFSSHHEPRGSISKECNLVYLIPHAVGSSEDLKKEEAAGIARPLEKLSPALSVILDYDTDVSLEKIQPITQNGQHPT
D1 ag = Allosteric Agonists of the Human D1 Dopamine Receptor: qHTS | D(1A) dopamine receptor (Homo sapiens), P21728 | HEK293 T-REx D1 cells, calcium flux, agonist mode | activation, % at 2 µM | 360,000 compounds, 1% hits | AID 504660, 2011; in the data active means activation above about 30%; further: 0% is about no effect
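Agonism was scored from calcium flux recorded over 180 s (1 read/s) after pintool compound addition, following a 10-cycle baseline. Cells were inducible force-coupled HEK293 TREx D1, plated overnight at 30 C and loaded with no-wash calcium dye.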
D1 antag = Antagonist of Human D 1 Dopamine Receptor: qHTS; HEK293 TREx D1 cells, calcium flux, dopamine EC80; stronger effect = lower value; 360,000 compounds, 3.2% hits; activity change, negative = inhibition, % at 10 µM; D(1A) dopamine receptor (Homo sapiens), P21728; AID 504652, 2011; in the data active means activity change below about -30%; further: on the % scale 0 is the no-effect control and ±100 the full control effect
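Tetracycline-induced HEK293 Trex D1 cells, force-coupled to calcium, dye-loaded; compounds added and read 180 s, then EC80 dopamine added and calcium flux tracked kinetically another 180 s.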
* = called active by the depositor; ? = inconclusive; . = not tested or not shown. Unless noted, the call rests on the fitted dose curve; in most records, active means well fitted curve in the direction sought with a large enough effect; inconclusive means small, poorly fitted or top-dose-only effect, or another doubt; inactive means no such curve, though single readings can be large; an effect the other way counts as inactive or inconclusive.

SMILES	RXFP1 agonist	D2 potentiator	Vif-APOBEC3F blk	RXFP1 antag	Glioma ERSR ind	Vif-APOBEC3G blk	D1 PAM	D1 ag	D1 antag
Cc1ccc(S(=O)(=O)N(C)CC(=O)Nc2cc(C)ccn2)cc1	-0.7%	-18	4%	-83*	6%	0%	18	1	-7
Cc1csc(NC(=O)CSCC(=O)Nc2ccccc2)n1	19%	18	0%	-7	-5%	-1%	2	2	-3
Cc1cc(CNC(=O)COc2c(F)c(F)cc(F)c2F)c2ccccc2n1	19%	10	-8%	-4	-4%	-13%	-7	5	.
COc1ccc(N2CCN(CCCNC(=O)c3nnc(Cc4ccccc4Cl)o3)CC2)cc1	0.7%	-4	6%	-12	-2%	0%	-3	5	-5
Cn1ncc([N+](=O)[O-])c1C(=O)Nc1ccc(-c2ccccc2)cc1	0.2%	-9	-16%	-7	4%	-4%	-2	2	-9
Cc1ccc(-c2nc3ncccc3o2)cc1NC(=O)c1ccc(-c2cccc(Cl)c2C)o1	10%	3	-11%	.	1%	-6%	0	-2	0
Cc1[nH]c2ccccc2c1C(=O)CSc1ccc(Cl)cc1	10%	0	-24%	-8	5%	-11%	-4	1	.
CSc1ccccc1NC(=O)c1cc2ncc(Br)cn2n1	22%	-3	-2%	2	5%	-1%	-4	-1	.
O=C(NNC(=O)c1ccccn1)c1ccc(OC(F)F)cc1	.	.	-7%	?	-8%	0%	.	.	.
COCCOC(=O)c1c(C)n(C)c2ccc(OC(=O)c3ccco3)cc12	-0.8%	0	-4%	-19	0%	2%	3	1	2
COC(=O)[C@@H]1CCCN1C(=O)c1cc(COc2cccc3cccnc23)on1	-1.2%	3	7%	-9	2%	0%	-7	3	9
Cc1c(NC(C)c2ccccc2O)c(=O)n(-c2ccccc2)n1C (stereo not given)	-0.8%	8	-7%	17	-4%	2%	2	-1	-9
CN(C)c1ccc(N=Nc2nc3ccccc3n2C)cc1	-2.1%	-4	11%	-22	-15%	-21%	-5	3	-1
Cc1ccc2nc(NC(=S)NC(=O)c3ccc(OC(C)C)cc3)sc2c1	-2.5%	9	3%	-1	1%	-8%	0	-1	-2
CSc1ccc(NC(=O)CC(C)=O)cc1	0.0%	-6	-4%	18	0%	0%	-6	1	-2
COC(=O)c1sccc1S(=O)(=O)N(CC(=O)Nc1ccc(C)c(F)c1)c1ccc(C)c(C)c1	-1.1%	21	-7%	-7	0%	-1%	-7	9	-14
Cc1c(F)cccc1NS(=O)(=O)c1ccc(OCCNS(C)(=O)=O)cc1	-3.9%	7	-7%	19	-3%	-1%	0	7	-10
O=C(c1ccc2c(=O)n(Cc3ccc4c(c3)OCO4)c(=S)[nH]c2c1)N1CCCCC1	1.4%	-2	-17%	0	-4%	3%	-3	6	9
COc1ccc(NC(=O)C2CCN(S(=O)(=O)c3cccs3)CC2)cc1OC	0.4%	2	3%	9	-3%	0%	-1	4	25
COC(CNS(=O)(=O)c1ccc(S(=O)(=O)NC2CC2)cc1)OC	2.4%	-3	-16%	-6	-2%	0%	-3	5	-5
CC1(C)C(C#N)=C(N)Oc2c1c(=O)oc1ccccc21	-1.9%	-3	6%	-2	?	0%	-3	4	-25
O=C(CN1CCOC1=O)N1CCCC(N2CCN(c3cccc(C(F)(F)F)c3)CC2)C1 (stereo not given)	-0.8%	-17	6%	3	0%	-1%	-1	0	4
O=c1c2ccccc2nc2c3ccccc3c(NCCO)nn12	2.6%	3	4%	.	-2%	2%	-1	0	-2
Cc1cccnc1NC1OC(=O)c2ccccc21 (stereo not given)	-0.9%	1	-8%	-6	-4%	1%	-5	1	-2
O=[N+]([O-])c1ccc(Cl)c(S(=O)(=O)/N=C(/Nc2cccnc2)c2ccccc2)c1	.	.	1%	-5	-4%	0%	.	.	.
CSc1ccc(C(=O)C2CCCN(C(=O)c3ccc4c(c3)OCO4)C2)cc1 (stereo not given)	15%	1	-6%	13	-4%	0%	3	1	1
CCn1c(=S)[nH]c2sc3c(c2c1=O)CCCC3	18%	1	5%	4	-3%	-14%	-4	0	-14
FC(F)(F)c1nnc(-c2ccccc2)nc1N1CCCC1	0.7%	-1	10%	2	-3%	0%	0	12	-8
CN1C(=O)CC(N2CCN(c3ccc(Cl)cc3)CC2)C1=O (stereo not given)	2.8%	-8	-7%	11	-2%	-1%	-3	5	0
CC(=O)NC(Cc1cccc(C)c1)C(=O)NC1CCN(c2ncccc2[N+](=O)[O-])CC1 (stereo not given)	0.0%	10	-4%	.	0%	-5%	7	1	16

Ordered by SMILES length (rising): part of the list above
SMILES	RXFP1 agonist	D2 potentiator	Vif-APOBEC3F blk	RXFP1 antag	Glioma ERSR ind	Vif-APOBEC3G blk	D1 PAM	D1 ag	D1 antag
Cc1cccnc1NC1OC(=O)c2ccccc21 (stereo not given)	-0.9%	1	-8%	-6	-4%	1%	-5	1	-2
FC(F)(F)c1nnc(-c2ccccc2)nc1N1CCCC1	0.7%	-1	10%	2	-3%	0%	0	12	-8
CC1(C)C(C#N)=C(N)Oc2c1c(=O)oc1ccccc21	-1.9%	-3	6%	-2	?	0%	-3	4	-25
Cc1c(F)cccc1NS(=O)(=O)c1ccc(OCCNS(C)(=O)=O)cc1	-3.9%	7	-7%	19	-3%	-1%	0	7	-10
CC(=O)NC(Cc1cccc(C)c1)C(=O)NC1CCN(c2ncccc2[N+](=O)[O-])CC1 (stereo not given)	0.0%	10	-4%	.	0%	-5%	7	1	16

Some of the entries so far, with bars between the fields:
SMILES | RXFP1 agonist | D2 potentiator | Vif-APOBEC3F blk | RXFP1 antag | Glioma ERSR ind | Vif-APOBEC3G blk | D1 PAM | D1 ag | D1 antag
FC(F)(F)c1nnc(-c2ccccc2)nc1N1CCCC1 | 0.7% | -1 | 10% | 2 | -3% | 0% | 0 | 12 | -8
CN1C(=O)CC(N2CCN(c3ccc(Cl)cc3)CC2)C1=O (stereo not given) | 2.8% | -8 | -7% | 11 | -2% | -1% | -3 | 5 | 0
CC(=O)NC(Cc1cccc(C)c1)C(=O)NC1CCN(c2ncccc2[N+](=O)[O-])CC1 (stereo not given) | 0.0% | 10 | -4% | . | 0% | -5% | 7 | 1 | 16

Further results follow.
SMILES	RXFP1 agonist	D2 potentiator	Vif-APOBEC3F blk	RXFP1 antag	Glioma ERSR ind	Vif-APOBEC3G blk	D1 PAM	D1 ag	D1 antag
O=C(CC1NC(=O)NC1=O)Nc1ccccc1 (stereo not given)	1.6%	-8	-7%	-4	-4%	1%	-4	2	-1
O=c1cc(O)c2c(=O)n(-c3ccccc3)c3c(c2o1)CCCCCC3	1.2%	7	0%	2	-6%	-1%	4	-1	3
N#Cc1ccc(C(=O)Nc2cc(C3CC3)nn2-c2ccccc2)cc1	0.0%	-10	2%	.	-4%	1%	-3	1	-1
COc1cccc(CNC(=O)C2CCC(=O)N(CC3CCCCC3)C2)c1OC (stereo not given)	1.3%	.	4%	-1	-7%	3%	-5	4	-15
CCOC(=O)N1CCC(N2CCN(S(=O)(=O)c3ccc(OC)cc3)CC2)CC1	0.4%	-17	-10%	2	-5%	5%	-4	13	-36*
Cc1cccc2cc(CN(Cc3cccnc3)C(=S)NCCCN(C)C)c(=O)[nH]c12	-0.8%	-4	3%	-19	-7%	1%	-5	3	-14
Cc1cccc(NC(=O)c2ccccc2O)c1C	1.3%	-5	0%	5	5%	4%	-8	18	-32*
Cc1n[nH]c(=O)c2c(NC(=O)CSc3ccc(Br)cc3)oc(C)c12	-1.1%	.	-10%	-1	2%	0%	3	0	-6
COc1ccc(CCn2c(=N)c(C(=O)NCCN3CCOCC3)cc3c(=O)n4ccccc4nc32)cc1OC	3.4%	5	-9%	-7	-3%	1%	8	2	9
O=C(Nc1ccc(Cl)c([N+](=O)[O-])c1)c1ccc(NCCCN2CCOCC2)c([N+](=O)[O-])c1	-1.0%	4	-27%	3	-5%	2%	29	16	14
O=C(Nc1ccc(F)cc1)c1cc2c(s1)CCCC2	-1.4%	-21	4%	?	0%	2%	-6	1	-6
COc1ccc(-n2cnc3cc(N)ccc32)cc1	1.6%	6	-5%	3	3%	0%	3	0	-2
CC(c1nc2scc(-c3ccccc3)c2c(=O)[nH]1)N1CCN(CC(=O)NC2CC2)CC1 (stereo not given)	0.7%	1	-20%	1	-2%	-2%	-4	1	33
O=C(CSc1nnc(-c2ccc(C(F)(F)F)cn2)o1)Nc1ccccc1Cl	-0.4%	14	-2%	23	1%	1%	5	9	0
CC(C)CCNC(=O)c1cc2c(=O)n3ccccc3nc2s1	13%	6	4%	5	1%	2%	-8	0	-7
CCOc1cc2c(cc1/C=C/c1noc(C)c1[N+](=O)[O-])OC(C)C2 (stereo not given)	6.8%	3	?	2	-7%	?	6	74*	-17

2 records drawn at random from those above, as already listed:
SMILES	RXFP1 agonist	D2 potentiator	Vif-APOBEC3F blk	RXFP1 antag	Glioma ERSR ind	Vif-APOBEC3G blk	D1 PAM	D1 ag	D1 antag
CCOC(=O)N1CCC(N2CCN(S(=O)(=O)c3ccc(OC)cc3)CC2)CC1	0.4%	-17	-10%	2	-5%	5%	-4	13	-36*
O=c1cc(O)c2c(=O)n(-c3ccccc3)c3c(c2o1)CCCCCC3	1.2%	7	0%	2	-6%	-1%	4	-1	3

Compound activity: PubChem, National Center for Advancing Translational Sciences (NCATS)

The list is partial; the hit share may differ from the screen's.
